Bioassay records from PubChem.
EBNA-1 inh: EBNA-1 DNA-binding inhibitors, primary screen, biochemical, fluorescence polarization; inhibition, % at 14.8 µM; actives 0.34% (n = 300,000); in the data active = inhibition above about 28%
PAFAH2 inh: PAFAH2 enzyme inhibitors, primary screen, biochemical, fluorescence polarization, human; recombinant PAFAH2, FP-rhodamine activity probe; inhibition, % at 3.39 µM; actives 0.99% (n = 340,000); AID 492956, 2010; Platelet-activating factor acetylhydrolase 2, cytoplasmic (Homo sapiens), Q99487;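 active = inhibition above the mean over all tested compounds plus 3 SD, cut at about 30% in these data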;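 note: inhibitors block probe labeling of enzyme so polarization drops; 0% = enzyme with DMSO and 100% = wells lacking PAFAH2 protein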
PREPL inh: PREPL enzyme inhibitors, primary screen, biochemical, fluorescence polarization. actives 0.68% (n = 320,000). recombinant PREPL, fluorescence polarization activity-based probe. Prolyl endopeptidase-like (Homo sapiens), Q4J6C6. inhibition, % at 5.96 µM; in the data active = inhibition above about 43%;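 note: 0% = enzyme with DMSO and 100% = wells lacking enzyme; many of its hits are not listed in these tables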
PAFAH1B2 FP inh: PAFAH1B2 enzyme inhibitors, primary screen, biochemical, fluorescence polarization, human | Platelet-activating factor acetylhydrolase IB subunit alpha2 (Homo sapiens), P68402 | recombinant PAFAH1B2, FP-rhodamine activity probe | inhibition, % at 3.39 µM | actives 1.2% (n = 340,000) | AID 492953, 2010;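 active = inhibition above the mean of all tested compounds plus 3 SD, cut at about 24% in these data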;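 note: 0% = enzyme with DMSO and 100% = wells lacking PAFAH1B2; many of its hits are not listed in these tables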
LYPLA1 inh: LYPLA1 inhibitors, primary screen, counter-screen for PME1 inhibitor project, biochemical, fluorescence polarization, FP-Rh probe ABPP; recombinant LYPLA1; inhibition, % at 5.9 µM; actives 0.16% (n = 320,000); AID 2174, 2009;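 active = inhibition above the mean of all tested compounds plus 3 SD, set per campaign, cut at about 14% in these data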;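 note: inhibitors block serine hydrolase probe labeling of LYPLA1 so polarization falls; 0% = enzyme with DMSO and 100% = wells lacking LYPLA1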
Target sequence (O75608 whole entry, looked up): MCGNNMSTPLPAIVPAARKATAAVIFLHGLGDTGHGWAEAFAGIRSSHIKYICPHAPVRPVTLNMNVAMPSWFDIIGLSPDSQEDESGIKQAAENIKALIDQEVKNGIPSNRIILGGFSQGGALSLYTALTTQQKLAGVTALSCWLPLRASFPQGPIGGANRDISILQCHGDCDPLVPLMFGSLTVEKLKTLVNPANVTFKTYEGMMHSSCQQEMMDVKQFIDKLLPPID
LYPLA2 counter: LYPLA2 inhibitors, primary screen, counter-screen for PME1 inhibitor project, biochemical, fluorescence polarization, FP-Rh probe ABPP; recombinant LYPLA2; inhibition, % at 5.9 µM; Acyl-protein thioesterase 2 (Homo sapiens), O95372; AID 2177, 2009; actives 0.38% (n = 320,000);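 active = inhibition above the screen-wide mean plus 3 SD, limit set per campaign, cut at about 26% in these data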;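 note: 0% = LYPLA2 with DMSO and 100% = wells lacking LYPLA2 enzyme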
Target sequence (O95372 whole entry, looked up): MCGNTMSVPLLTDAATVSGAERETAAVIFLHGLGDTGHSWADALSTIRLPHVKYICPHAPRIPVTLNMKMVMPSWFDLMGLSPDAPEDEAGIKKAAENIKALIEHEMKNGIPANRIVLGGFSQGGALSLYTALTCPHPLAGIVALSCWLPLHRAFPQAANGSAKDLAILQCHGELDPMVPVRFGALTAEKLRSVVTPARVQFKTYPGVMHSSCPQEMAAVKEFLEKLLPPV
pPAFAH inh: pPAFAH enzyme inhibitors, primary screen, biochemical, fluorescence polarization, human; actives 1.5% (n = 330,000); inhibition, % at 3.39 µM; Platelet-activating factor acetylhydrolase (Homo sapiens), Q13093; recombinant pPAFAH, FP-rhodamine probe fluorescence polarization; AID 463082, 2010;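 active = inhibition above the mean inhibition across the screen plus 3 SD, cut at about 25% in these data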;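 note: inhibitors block binding of the rhodamine activity-based probe so polarization drops; 0% = enzyme with DMSO and 100% = wells lacking pPAFAH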
ZTA DNA inh: ZTA (EBV) inhibition in EBNA-1 counter-screen; actives 0.15% (n = 320,000); ZTA-DNA binding, fluorescence polarization; P03206; inhibition, % at 11 µM; AID 2234; in the data active = inhibition above about 33%
Target sequence (P03206 whole entry, looked up): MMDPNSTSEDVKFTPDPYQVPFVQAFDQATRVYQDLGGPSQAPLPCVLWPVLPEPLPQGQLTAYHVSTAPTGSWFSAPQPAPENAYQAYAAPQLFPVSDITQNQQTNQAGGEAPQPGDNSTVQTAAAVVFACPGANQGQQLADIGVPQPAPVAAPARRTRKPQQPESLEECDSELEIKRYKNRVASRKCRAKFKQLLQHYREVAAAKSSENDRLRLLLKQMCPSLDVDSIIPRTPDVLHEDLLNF
PAFAH1B3 inh: PAFAH1B3 enzyme inhibitors, primary screen, biochemical, fluorescence polarization, human | Platelet-activating factor acetylhydrolase IB subunit alpha1 (Homo sapiens), Q15102 | recombinant PAFAH1B3, FP-rhodamine probe | inhibition, % at 3.39 µM | actives 0.28% (n = 340,000);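 active = inhibition above the screen-wide average of all tested compounds plus 3 SD, cut at about 25% in these data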;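 note: 0% = enzyme with DMSO only and 100% = wells lacking PAFAH1B3 protein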
Target sequence (Q15102 whole entry, looked up): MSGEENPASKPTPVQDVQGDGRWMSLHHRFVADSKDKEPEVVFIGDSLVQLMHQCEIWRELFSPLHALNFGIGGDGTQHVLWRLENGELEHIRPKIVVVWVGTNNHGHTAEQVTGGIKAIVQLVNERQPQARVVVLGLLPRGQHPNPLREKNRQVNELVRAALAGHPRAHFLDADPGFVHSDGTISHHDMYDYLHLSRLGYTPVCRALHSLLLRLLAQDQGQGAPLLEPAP
* marks the source's active call; other numbers are inactive results; · = no result given. The list is partial. The share of hits here may be higher or lower than overall.

SMILES | EBNA-1 inh | PAFAH2 inh | PREPL inh | PAFAH1B2 FP inh | LYPLA1 inh | LYPLA2 counter | pPAFAH inh | ZTA DNA inh | PAFAH1B3 inh
COc1ccc(CNC(=O)CN(Cc2ccc(F)cc2)C(=O)CCC(=O)Nc2nccs2)cc1 | 9 | -14 | 9 | -2 | 1 | -2 | -2 | 23 | 1
COc1nnc(-c2ccc(N3CCCCC3)c(NC(=O)C3CCCCC3)c2)c2ccccc12 | 12 | 2 | 2 | 7 | -1 | 5 | 2 | 16 | 9
CCOC(=O)CNC(=O)N1CCc2ccc(NC(=O)c3ccccc3OC)cc2C1 | 1 | 1 | -8 | 7 | -2 | 3 | 4 | -6 | 3
O=C(/C=C/c1ccccc1)NCCC1=CCCCC1 | 1 | 6 | -5 | 3 | 2 | 4 | 8 | -6 | 4
Cc1ccc(NC(=O)/C=C/c2ccc(Cl)cc2)nc1 | 6 | -5 | -1 | 5 | 1 | -8 | 2 | 26 | 12
O=C(C1CCC1)N1CCC(O)(c2cccc(F)c2)CC1 | -5 | 2 | -2 | 0 | 1 | 3 | 5 | 1 | 0
CCCCC(=O)OCC(=O)Nc1ccc(OC(F)F)cc1 | -19 | 25 | 6 | -1 | 2 | 0 | 8 | -11 | 4
CC(C)S(=O)(=O)c1csc(NC(=O)Nc2ccc(Cl)cc2)c1 | -3 | 11 | 25 | 5 | -21 | -17 | -3 | 2 | 12
CC(C)OCCCNc1nc2c(-c3ccccc3)nnn2c2ccccc12 | 0 | · | -1 | · | -2 | 3 | 1 | 10 | ·
O=C(/C=C/c1ccco1)OCC(=O)N1CCCCC1 | · | 4 | -14 | 1 | · | · | 0 | · | 6
S=C(NCCc1ccccc1)NCCc1ccccc1 | -5 | 4 | -10 | 1 | 0 | 2 | -3 | 4 | 9
O=C(NC(NC(=S)N1CCOCC1)C(Cl)(Cl)Cl)c1cccc2ccccc12 (configuration not stated) | 2 | -1 | -2 | -5 | -2 | -7 | -2 | 16 | 7
O=C(Nc1nc2ccccc2n1Cc1ccc(Cl)cc1)c1ccco1 | 20 | 1 | -1 | 2 | -1 | -1 | 4 | 6 | -4
CC(C)[C@H](NC(=O)c1ccccc1Cl)C(=O)OCC(=O)NCc1ccc2c(c1)OCO2 | · | 0 | 4 | -1 | · | · | 3 | · | -1
CCn1c(C)nc2cc(C(N)=O)ccc21 | 3 | -5 | 9 | 1 | -4 | 0 | 5 | -3 | 7
COCC1CCN(Cc2nc(Cc3ccccc3Cl)no2)CC1 | 3 | 0 | 10 | 1 | -2 | 0 | -1 | -6 | 6
COC(=O)c1ccc(COC(=O)CNS(=O)(=O)c2ccccc2)cc1 | 0 | 7 | 13 | 0 | 2 | 10 | 2 | -10 | 12
Cc1ccc(C(=O)Nc2nnc(-c3ccncc3)o2)cc1 | 7 | 10 | 2 | 4 | 3 | 6 | 2 | 8 | 4
O=S(=O)(c1ccccc1)N1CCN(S(=O)(=O)c2ccc(F)cc2)CC1 | 13 | -1 | 1 | 2 | 5 | 3 | 10 | 17 | 6
O=C(Nc1ccc(F)cc1)C(Cc1ccccc1)n1cccc1 (configuration not stated) | 3 | -3 | -16 | 2 | 0 | 4 | 2 | 2 | 13
CC(=O)NS(=O)(=O)c1ccc(NC(=O)c2ccc(S(=O)(=O)N3CCCC3)cc2)cc1 | · | 4 | 4 | 5 | 5 | 10 | 0 | 8 | 4
COc1ccc2c(c1)C(=O)N1[C@H]3c4cc(Cl)ccc4OC[C@@H]3[C@H](c3ccccc3)[C@]1(C)C(=O)N2 | · | -15 | 7 | -11 | · | · | -9 | · | -17
CCCc1cc(=O)[nH]c(Nc2ccc(N3CCCCC3)cc2)n1 | 10 | 7 | 3 | 4 | 0 | 3 | 8 | -8 | 8
COc1ccc(-c2cnnn2-c2ccc([N+](=O)[O-])cc2)cc1 | 6 | -1 | 1 | 11 | -1 | 2 | 5 | 0 | 7
COc1ccc(NC(=O)C2CC(c3ccccc3O)=NO2)cc1OC (configuration not stated) | -11 | 0 | 29 | 1 | -1 | -2 | 2 | -11 | 7
CC(=O)C1C(c2ccc(F)c(F)c2)NC(=O)NC1(O)C(F)(F)F (configuration not stated) | -3 | 3 | 21 | 2 | -2 | 12 | 3 | -13 | 7
COC(=O)CN(c1ccc(C)cc1)S(=O)(=O)c1ccc2c(c1)n(C)c(=O)c(=O)n2C | 0 | -1 | -2 | 2 | 0 | -2 | 1 | 9 | 9
CCCC(=O)n1nc(NCc2ccc(OC)cc2)nc1NCc1ccc(OC)cc1 | -5 | -3 | -9 | 6 | 0 | -2 | 7 | 1 | 3
COc1cccc(NC(=O)C2CCCN(S(=O)(=O)c3cccc4cccnc34)C2)c1 (configuration not stated) | -2 | 2 | -6 | 3 | -1 | -4 | -4 | -6 | 2
Cn1c(N)c(C(=O)COC(=O)CCC(=O)c2ccc(F)cc2)c(=O)n(C)c1=O | 1 | 2 | 17 | 0 | -1 | -9 | -5 | -10 | 7
Cc1ccc(C(=O)NCC(=O)OCc2c(F)cccc2Cl)s1 | · | 8 | 0 | 4 | · | · | 2 | · | 3
Oc1c(C(c2ccccc2)N2CCc3ccccc3C2)sc2ncnn12 (configuration not stated) | -7 | 12 | -26 | 5 | 0 | 1 | 9 | 2 | 2
Cc1ccc(S(=O)(=O)Oc2ccc(/C=N/NC(=O)c3nn(C)cc3[N+](=O)[O-])cc2)cc1 | 6 | -3 | -27 | 28* | -4 | 0 | 2 | 7 | -4
COc1cccc(N2CCN(Cc3ccsc3)CC2)c1 | -8 | 0 | 0 | -2 | 3 | 3 | 6 | -12 | 0
O=C(Nc1ccccc1N1CCCCC1)c1ccc(-c2cc(Cl)ccc2Cl)o1 | -7 | 0 | -5 | 0 | 1 | 1 | 3 | 3 | 5
O=C(NC1CC1)C1CCN(C(=O)c2ccc(Cl)cc2Cl)CC1 | 7 | -9 | 12 | 1 | -3 | 16 | -1 | -4 | 2
CC1CCCC(NC(=O)CSc2ncccn2)C1C (configuration not stated) | · | 1 | 6 | -2 | 0 | -2 | -1 | 3 | 5
Cc1ccc(N2C(=O)N3[C@H](c4ccc(Br)cc4)[C@@H]4C(=O)N(C(C)(C)C)C(=O)[C@@H]4[C@]3(C)C2=O)cc1 | -2 | 0 | 7 | 1 | 3 | 2 | 1 | -7 | 7
COc1ccc(N(CC(=O)NN=C2CCN(C)CC2)S(=O)(=O)c2ccccc2)c(OC)c1 | -4 | -3 | -12 | 2 | 0 | 6 | 6 | 3 | 2
Cc1cccc2cc(CN(Cc3ccc4c(c3)OCO4)Cc3nnnn3C3CCCC3)c(=O)[nH]c12 | -1 | 3 | -3 | 5 | -2 | -4 | -5 | -10 | 5
O=C(COC(=O)COc1ccccc1[N+](=O)[O-])Nc1ccccc1Br | -5 | -5 | 13 | -4 | 2 | 2 | 11 | -27 | -1
COc1ccc2sc(-c3ccc(S(C)(=O)=O)cc3)c(C(=O)NCCc3c[nH]c4ccccc34)c2c1 | · | 7 | 12 | 1 | · | · | 8 | · | 6
CC(=O)Nc1ccc(SCC(=O)c2cc(C)n(Cc3cccs3)c2C)cc1 | 2 | 9 | 2 | 9 | -4 | -4 | 8 | -13 | 1
CCC(=O)Nc1ccc(S(=O)(=O)N2CCOCC2)cc1 | 5 | 5 | -2 | 4 | 1 | -2 | 3 | -6 | 4
CC(=O)N=c1c(C#N)cc2c(=O)n3ccccc3nc2n1CCCOC(C)C | 6 | · | 0 | · | 1 | -1 | 4 | 5 | ·

Records above marked active in PAFAH1B2 FP inh:
SMILES,EBNA-1 inh,PAFAH2 inh,PREPL inh,PAFAH1B2 FP inh,pPAFAH inh,PAFAH1B3 inh
Cc1ccc(S(=O)(=O)Oc2ccc(/C=N/NC(=O)c3nn(C)cc3[N+](=O)[O-])cc2)cc1,6,-3,-27,28*,2,-4

More compounds follow.
SMILES | EBNA-1 inh | PAFAH2 inh | PREPL inh | PAFAH1B2 FP inh | LYPLA1 inh | LYPLA2 counter | pPAFAH inh | ZTA DNA inh | PAFAH1B3 inh
CC1(OC(=O)C2CCCC2)C(=O)C=C2C=C(c3ccsc3)N(C3CCCCC3)C=C2C1=O (configuration not stated) | 1 | 12 | 28 | -2 | 3 | 8 | 8 | 1 | 0
CCOc1ccccc1NC(=S)N1CCN(c2ccc(OC)cc2)CC1 | 9 | -5 | 7 | -2 | -2 | -2 | -1 | 7 | 5
CCOc1ccc(N(CC(=O)N2CCN(C(=O)CN(c3ccc(OCC)cc3)S(C)(=O)=O)CC2)S(C)(=O)=O)cc1 | -3 | 4 | -6 | 2 | -3 | -8 | 5 | 18 | 12
Cc1ccc(C)c(OCCC(=O)OCC(=O)N2c3ccccc3NC(=O)C2(C)C)c1 | · | -1 | 23 | 5 | -6 | 2 | 3 | -24 | 8
COC(=O)C1C(=O)C2=C(CC1C)NC(=O)CC2c1ccccc1 (configuration not stated) | -9 | 3 | 4 | 3 | -2 | -7 | 3 | -7 | 1
O=C1/C(=C\c2ccco2)SC(=S)N1c1ccc(O)cc1 | 9 | -6 | 19 | -1 | 2 | 5 | 34* | -10 | 2
COC(=O)C1=C(C(=O)OC)[C@@H]2N(Cc3ccccc3)c3ccccc3[C@@]23C[C@@H](C(=O)OC)N(C(=O)c2ccc(Br)cc2)C3=N1 | 6 | -8 | -1 | 3 | -2 | -1 | 7 | -2 | -3
CCOc1cccc2c1OC1(CCCCC1)N1N=C(c3cccnc3)CC21 (configuration not stated) | -7 | -5 | -5 | 6 | -2 | -5 | 8 | -2 | 11
CN1CC(=O)N(CC(=O)NC2CCCCC2)C1=O | · | -1 | 16 | 6 | · | · | -5 | · | 6
COc1ccccc1N(CN1CCCC1=O)C(=O)COc1ccccc1 | 4 | -3 | 6 | 2 | -5 | -11 | 4 | 9 | 3
Cc1ccc(CSC2=NCCN2C(=O)c2ccc(S(=O)(=O)N(C)C)cc2)cc1 | 3 | 10 | 17 | 4 | 2 | 2 | 2 | 21 | 2
O=C1C(NS(=O)(=O)c2cccs2)=C(N2CCN(c3ccccc3)CC2)C(=O)c2ccccc21 | 12 | 0 | 5 | 13 | 1 | -3 | 3 | -2 | 4
OCCN1CCN(c2cc(C(F)(F)F)nc3ccccc23)CC1 | 1 | -5 | -5 | 4 | -4 | -10 | 3 | 13 | -3
ON1C(c2ccccc2C(F)(F)F)N(O)[C@H]2CCCC[C@H]21 (some centres not stated) | 4 | -7 | -3 | 3 | 0 | 3 | 4 | 6 | 10
Cc1cc(-c2ccccc2)n2nc(N)nc2n1 | 2 | -8 | -4 | 6 | -1 | -1 | -4 | 9 | 8
CC(=O)N1c2ccc(S(=O)(=O)N(C)CC(=O)NC3CCCC3)cc2CC1C (configuration not stated) | 5 | -2 | 0 | 3 | -3 | 2 | -1 | -3 | 1
CC(C)CNS(=O)(=O)c1ccccc1C(=O)N1CCCCC1 | 4 | 3 | -3 | 5 | 1 | 4 | 2 | -22 | 12
O=C(c1ccc(-c2cc(O)c3ncccc3c2)cc1)N1CCNCC1 | · | 8 | 55* | 10 | · | · | -1 | · | 10
